PPC-1+TRAIL kill: PPC-1 cancer cell killing with TRAIL present; cell killing (% activity), % at 4 µM; PPC-1 cells + TRAIL, ATPLite viability luminescence; 220,000 tested, 0.41% active;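 active means cell killing above 50% in the first pass at 4 µM, then a duplicate retest at 5 µM averaging 50% or more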;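 further: plate controls were cells with TRAIL plus DMSO for no effect and medium-only wells lacking cells for full effect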
TbHK1 inh: blocks Trypanosoma brucei hexokinase 1 activity. recombinant TbHK1, G6PDH-coupled NADH A340. inhibition, % at 10 µM. 220,000 tested, 0.11% active;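 active means inhibition of 50% or more in the single-dose primary screen; inactive means inhibition below 50%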
TRPML3 ag: activates the human TRPML3 channel. HEK293 TRPML3-YFP, Fluo-8 calcium fluorescence; 100% = the carbachol control signal. activation, % at 3 µM. 220,000 tested, 0.29% active. AID 1448;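 active means activation above its plate's cutoff, the mean activation of the plate's test wells plus 3 SD, cut at about 12% in these data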;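 further: 0% = DMSO only wells and 100% = carbachol wells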
Target sequence (Q8TDD5 whole entry, looked up): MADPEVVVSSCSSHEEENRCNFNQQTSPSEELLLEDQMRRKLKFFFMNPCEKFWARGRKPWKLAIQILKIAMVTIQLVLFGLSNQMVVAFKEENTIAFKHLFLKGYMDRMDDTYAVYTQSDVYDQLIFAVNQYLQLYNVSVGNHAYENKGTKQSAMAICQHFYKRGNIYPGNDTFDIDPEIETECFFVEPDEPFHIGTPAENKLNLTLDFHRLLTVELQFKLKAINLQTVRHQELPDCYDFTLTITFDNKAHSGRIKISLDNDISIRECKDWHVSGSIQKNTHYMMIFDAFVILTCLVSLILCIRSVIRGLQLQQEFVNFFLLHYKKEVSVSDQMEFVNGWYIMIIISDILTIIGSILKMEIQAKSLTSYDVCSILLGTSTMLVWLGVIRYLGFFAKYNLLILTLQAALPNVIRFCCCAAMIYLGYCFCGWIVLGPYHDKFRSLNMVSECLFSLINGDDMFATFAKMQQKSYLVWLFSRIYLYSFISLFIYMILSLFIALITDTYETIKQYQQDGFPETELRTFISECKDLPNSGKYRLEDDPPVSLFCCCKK
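system = HEK293 cells stably carrying human TRPML3-YFP | doses = one concentration, 3 µM nominal, 0.3% DMSO | timing = dye loading 1 h 37 °C then 30 min ambient, 125 s read | detection = Fluo-8 calcium dye fluorescence, ex 470-495, em 515-575 nm | benchmarks = high control carbachol 87 µM, low control DMSO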
KCC2 mod: modulates chloride dependent transport by human KCC2; Q9H2X9; KCC2 cells, thallium flux FluoZin-2 fluorescence; B-score of Tl+ flux slope (higher = more flux/activation; lower = inhibition) at 10 µM; 190,000 tested, 2.2% active; AID 1456;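 active means thallium flux slope and its plate-corrected score both differing from the plate sample mean at a set confidence after two filtering rounds, in either direction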;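 further: slope of fluorescence scaled to starting intensity during 10 to 20 s after thallium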
thrombin 1536: thrombin (human) inhibition | P00734 | alpha-thrombin, Boc-VPR-AMC fluorogenic substrate cleavage | inhibition, % at 5 µM | 220,000 tested, 0.26% active | AID 1046;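 active means inhibition at or above 40%; inactive means inhibition below 40%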;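 further: 0% = enzyme with no compound and 100% = wells without enzyme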
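Test system: human alpha-thrombin; medium: pH 7.5 Tris-saline with Tween 20; times: reaction at room temperature; signal: AMC fluorescence at 355 nm excitation and 460 nm emission; also added: Boc-VPR-AMC substrate, 15 µM final; dosing: one concentration per compound, 5 µM, with 0.2% DMSO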
TRPN1 ag: activates the zebrafish TRPN1 channel; HEK293 zebrafish TRPN1-YFP, Fluo-8 calcium fluorescence; 100% = response to 87 µM carbachol; activation, % at 3 µM; 220,000 tested, 0.18% active; AID 1424;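 active means activation above its plate's cutoff, the mean activation of test wells on that plate plus 3 SD, cut at about 19% in these data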;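 further: 0% = DMSO alone and 100% = 87 µM carbachol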
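Control set: carbachol 87 µM as high control, DMSO as low control; system: HEK293 stable line with zebrafish TRPN1-YFP; read-out: % activation versus carbachol response; detection: intracellular calcium fluorescence with Fluo-8; doses: single test compound dose, 3 µM nominal, 0.3% DMSO; schedule: dye 1 h 37 °C plus 30 min RT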
EBV gp42 block: blocks Epstein-Barr virus glycoprotein 42 binding. inhibition, % (tested at 21.74 µM). Q1HVG2. 220,000 tested, 0.42% active. AID 1085. Fluorescence polarization binding assay, mP read-out; in the data active means inhibition above about 50%
Target sequence (Q1HVG2 whole entry, looked up): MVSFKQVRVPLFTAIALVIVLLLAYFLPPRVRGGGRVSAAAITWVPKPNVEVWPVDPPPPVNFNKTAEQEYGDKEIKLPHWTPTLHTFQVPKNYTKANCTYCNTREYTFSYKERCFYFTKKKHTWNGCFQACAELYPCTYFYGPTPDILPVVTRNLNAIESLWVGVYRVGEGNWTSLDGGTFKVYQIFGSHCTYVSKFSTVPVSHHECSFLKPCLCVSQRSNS
Furin inhibitor: inhibitors of human furin. purified furin, fluorogenic substrate cleavage. inhibition, % at 30 µM. 220,000 tested, 0.061% active. AID 463115; in the data active means inhibition above about 25%; further: inactives centre near -15
Calpain2 inh: calpain II (pig) inhibition | purified calpain II, fluorogenic peptide substrate, 30 min | inhibition, % at 16 µM | 220,000 tested, 0.37% active | AID 1236;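 active means inhibition above about 50%, limit read from the data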
Active calls of the source: *; i = inactive; / = no result given; [ ] = another dose, or the depositor's remark. An unsorted share of the library; 3.6% or so of the library scored in one or more.

SMILES	PPC-1+TRAIL kill	TbHK1 inh	TRPML3 ag	KCC2 mod	thrombin 1536	TRPN1 ag	EBV gp42 block	Furin inhibitor	Calpain2 inh
O=C(CCCn1c(=S)[nH]c2ccc(Br)cc2c1=O)NCC1CCCO1 (stereo not drawn)	-6	-2	0.0	/	5	0.8	-23	-2[20 µM]	16
NNC(=O)c1ccc(COc2cccc3ccccc23)o1	8	-1	0.5	-0.45	-9	-0.6	-14	-10	13
CCC[C@@H]1C[C@@H](C(=O)N[C@H]([C@@H](C)O)[C@H]2O[C@H](SC)[C@H](O)[C@@H](O)C2O)N(C)C1 (stereo partly drawn)	11	0	0.9	-0.48	/	1.5	-2	-11	-9
Cc1ccc(S(=O)(=O)Cn2nnnc2C(CC(C)C)N2CCN(c3ccc(F)cc3)CC2)cc1 (stereo not drawn)	16	3	0.5	0.021	-6	-0.5	-16	1[20 µM]	-2
CN1CCN(C(=O)c2cc(COc3ccc(F)cc3Cl)on2)CC1c1ccccc1 (stereo not drawn)	1	-9	1.0	/	2	0.3	-12	-29	15
CCN(CC)S(=O)(=O)c1ccc(NC2c3ccccc3C(=O)N2c2ccc(C)cn2)cc1 (stereo not drawn)	13	-11	0.3	0.46	7	-0.1	-11	-16	-29
C=CCn1c(COc2ccccc2F)nnc1SCC(=O)c1c[nH]c2ccccc12	7	-3	-0.2	0.2	-18	0.6	9	-6	-8
O=S(=O)(c1ccc2c(c1)OCCO2)N1CCN(c2nc3ccccc3s2)CC1	26	-4	1.2	0.41	-4	1.3	0	1	-27
O=C(NNC(=O)c1cccs1)c1ccncc1	-24	-22	1.0	0.95	-6	1.0	-13	-19	7
O=C(Nc1ccccc1)Nc1cc(S(=O)(=O)N2CCOCC2)ccc1N1CCCC1	17	37	1.3	0.56	-5	-0.2	-16	-3	-5
COC(=O)CNc1nc(-c2ccncc2)nc2ccccc12	3	-5	0.8	-0.065	3	1.7	-13	-10	-6
O=C(Oc1ccccc1O)c1cccc2ccccc12	-16	6	1.1	0.52	-8	0.6	8	-23	9
COc1ccccc1C/C(N)=N/OC(=O)COc1cc(C)cc(C)c1C	12	-3	0.1	-0.0067	-5	-0.6	-14	-17	11
COc1ccccc1NC(=S)NC(=O)CCCOc1ccc(Cl)cc1Cl	10	7	0.9	-0.0055	1	-1.0	4	-6[20 µM]	6
Cn1ccc(NC(=O)Nc2cccc([N+](=O)[O-])c2)n1	-10	1	1.8	0.028	-4	4.0	4	-10	-2
CC#CCN1c2ccccc2[C@]23C[C@@H](C(=O)OC)N(C(=O)C4CCC4)C2=NC(C(=O)OC)=C(C(=O)OC)[C@H]13	15	-10	/	-1.3	-2	/	-5	-29	-19
O=C1/C(=C2/NCCN2C2CC(=O)N(c3ccccc3)C2=O)CC/C1=C\c1ccccc1 (stereo not drawn)	18	-17	1.5	-0.0046	-1	0.4	-1	-28	11
Cc1ccccc1C(=O)NNC(=O)C12CC3CC(CC(C3)C1)C2	4	-5	0.8	0.91	-5	-1.5	-9	-30	-35
CC1CCCCN1C(=O)Nc1ccccc1Cl (stereo not drawn)	3	-4	0.9	-0.029	-7	0.6	-4	-17	-7
Cc1ccc(-c2nc3ccccc3n2C)o1	45	-4	0.0	-0.88	2	-0.7	-15	-35[20 µM]	-59
COc1ccc(Cn2cnc3c4cc(F)ccc4n(C)c3c2=O)cc1	-12	-22	1.1	0.52	-2	0.9	-10	-28	-10
CC1=N/C(=C\c2ccc3c(c2)OCO3)C(=O)N1c1ccc(C(=O)O)cc1	7	-1	0.5	-0.98	3	0.6	-31	-10	-5
CCOc1c2ccc(C(=O)N[C@H](C)C3CCCCC3)cc2nn1CCOC	-2	3	0.3	0.15	-3	0.5	-5	-13[20 µM]	i
O=C(NC(=S)NCC1CCCO1)c1cccc([N+](=O)[O-])c1 (stereo not drawn)	12	-1	0.4	1.1	0	-1.8	-6	-14	15
O=C(CSCCc1ccccn1)Nc1ccc(Br)cn1	12	3	0.1	-1.5	-2	0.9	-28	-3[20 µM]	10
CCOc1ccc2c(c1)c(N=Nc1cccc(C(=O)O)c1)c(O)n2C	1	32	0.6	-0.22	-1	-0.5	21	-7	-38
CC(=O)c1cnc(Nc2nc(C)c3cc(C)ccc3n2)nc1C	/	-10	0.1	/	/	-1.2	/	-24[20 µM]	/
N#Cc1ccc(S(=O)(=O)N2CCc3[nH]c4ccc(F)cc4c3C2)cc1	-5	-1	1.7	1.1	-9	3.4	-3	-9	-16
Cc1csc(NC(=O)CN2CCCCCC2)n1	14	12	0.5	/	1	-0.1	-25	-12	-3
COc1ccc(CN2CCC(CO)(CCOc3ccccc3)CC2)cc1C	3	-3	2.1	1.5	0	1.3	-13	-26	25
Cc1[nH]c(=O)[nH]c(=O)c1S(=O)(=O)N1CCC(C(=O)N2CCN(Cc3ccccc3)CC2)CC1	40	-11	0.4	/	-2	0.0	-6	-5[20 µM]	-42
Cc1cs/c(=N\N=C\c2cccc([N+](=O)[O-])c2)n1Cc1ccco1	18	-14	0.8	2.1	-16	0.3	5	-18	-9
COc1ccc(NCC(=O)N2CCCC2)cc1Cl	-5	6	1.3	0.055	20	-0.8	-22	-26	-16
Cc1cc(C)cc(NC(=O)N2CCC(NC(=O)c3ccc(F)cc3)CC2)c1	17	1	0.7	0.71	-2	-0.6	-1	-19	-8
CCOC(=O)C(NC(=O)CC)(Nc1ccc(S(N)(=O)=O)cc1)C(F)(F)F (stereo not drawn)	2	-4	0.1	1.9	-5	2.2	-1	-18	10
COc1cc(NC(=O)CN2C(=O)c3ccccc3S2(=O)=O)c(OC)cc1Cl	-21	6	-1.1	-0.0018	4	-1.2	/	-26	/
CCOC(=O)/C(N)=C/c1ncc(C(F)(F)F)cc1Cl	9	-3	0.4	/	-1	-0.3	-12	-23[20 µM]	11
O=C(NCc1cccs1)C1CCN(c2nccs2)CC1	4	7	-0.1	0.85	-2	0.5	-2	-31	-32
S=c1[nH]nc(-c2ccccc2)n1/N=C/c1cccs1	0	-3	-0.5	/	-2	-0.6	-23	-6[20 µM]	-15
CC(C)c1cc(C(=O)NCc2ccco2)no1	14	14	0.0	0.033	0	1.4	1	-21	0
COc1ccc(C2CC23N=C(c2ccccc2)OC3=O)cc1 (stereo not drawn)	7	-4	0.1	2.2	24	-0.7	6	-13	27
COc1ccc(Oc2cc(F)nc(N)n2)cc1	1	-8	0.3	0.67	2	0.8	-17	-17[20 µM]	7
O=C1NC2(CCCCCC2)C(=O)N1CCS(=O)(=O)Oc1ccccc1	19	-5	0.8	-0.54	-3	-1.4	-7	-18	12
Cc1sc2ncnc(SCC#N)c2c1C	24	2	0.2	4.5*	2	0.4	-10	-5	-111
CCOC(=O)N1CCN(C(=O)CSCc2nc(-c3ccccc3F)oc2C)CC1	-5	-12	-0.7	/	1	0.7	-21	-12	-27
COC(=O)c1ccc(Cn2nc(C)cc2C)cc1	20	-1	-0.3	/	0	-1.1	-21	-17[20 µM]	-7
CCCOc1ccc2ccccc2c1/C=N/n1cnnc1	13	-13	-0.2	-2.4	-6	-0.6	-25	-20[20 µM]	11
CCc1ccc(C(=O)COC(=O)c2ccc(-c3nnc(-c4ccccc4)o3)cc2)cc1	3	-16	0.9	0.9	-7	2.6	-22	-21[20 µM]	-16
CC(C)=CCC(C)(C)C1OCCN1C(=O)Nc1ccccc1 (stereo not drawn)	3	1	-0.8	-0.34	0	0.6	-12	-13	-16
COc1ccccc1C(=O)NCC(=O)n1nc(C)cc1C	-6	0	0.1	/	0	0.1	-14	-18	1
Cc1cc(C=C2C(=O)c3ccccc3C2=O)c(C)n1-c1cccc(C(=O)O)c1	-1	3	1.1	-5.4*	-3	2.2	0	-23	-30
COc1ccc(/C=N/NC(=O)Cn2ccnc2C)cc1OC	-4	-24	0.6	0.81	0	1.6	-9	-31	0
CCc1cccc(C)c1NC(=O)CCCC(=O)O	15	1	0.5	/	-8	-0.5	-8	-10[20 µM]	-21
CC(=O)Nc1cccc(OCC(O)Cn2c(C)nc3ccccc32)c1 (stereo not drawn)	16	2	0.7	-0.015	-4	1.2	-9	-9[20 µM]	-18
Cc1ccc(OCC(=O)NNC(=S)NCc2ccccc2)cc1	-4	-2	0.8	9.5*	-6	-0.3	-4	-18	3
O=C(Nc1nnc(-c2ccco2)o1)c1ccc(Cl)cc1	3	-17	0.4	29*	-10	-0.2	1	-22	10
N/C(=N\c1nc2ccccc2o1)NC(=O)c1ccccc1F	-11	-1	0.6	0.012	-2	-1.0	-23	-10[20 µM]	15
COC(=O)C1=C(C)NC(=S)NC1c1ccc(-c2ccccc2C(=O)OC)o1 (stereo not drawn)	9	-8	0.1	-0.24	-9	-0.2	-26	-18	-27
CC(NC(=O)c1ccccc1)c1ccc(F)cc1 (stereo not drawn)	0	1	0.3	1.1	-2	-0.2	-7	-39	62*
O=C(O)/C=C/C(=O)N1CCN(c2ccc(F)cc2)CC1	1	2	0.9	0.34	-5	2.3	3	-14	23

(further entries)
SMILES	PPC-1+TRAIL kill	TbHK1 inh	TRPML3 ag	KCC2 mod	thrombin 1536	TRPN1 ag	EBV gp42 block	Furin inhibitor	Calpain2 inh
Cc1nc(-c2ccccc2O)n(S(=O)(=O)N(C)C)n1	17	6	0.7	/	-1	1.2	-23	-3[20 µM]	-9
FC(F)(F)c1cc(-c2ccco2)nc(NCc2ccccc2)n1	16	-7	-0.4	/	-1	1.5	-1	-15	-42
Cc1ccc2c(c1)C1CN(C)CCC1N2C(=S)Nc1ccc(Cl)cc1Cl (stereo not drawn)	6	-3	0.3	2.6	-1	0.3	0	-24	-19
CCCCc1[nH]c(=O)c(C#N)c2c1CSC(C)(C)C2	19	-28	-0.3	-0.82	-8	-0.1	-8	-11	-114
CCOc1ccc(NC(=O)N2CCN(Cc3ccc4c(c3)OCO4)CC2)cc1	27	-1	1.4	-0.42	6	-0.1	-6	-37	20
CCOC(=O)NNc1cc(C(F)(F)F)ccn1	20	-9	-0.4	-0.04	-3	0.9	-11	-11	23
CC1CC(C)(C)NCCNC(C)CC(C)(C)NCCN1 (stereo not drawn)	-1	-1	-0.2	-0.14	-1	0.5	-8	-27	-7

Five neighbouring entries from above, quoted:
SMILES	PPC-1+TRAIL kill	TbHK1 inh	TRPML3 ag	KCC2 mod	thrombin 1536	TRPN1 ag	EBV gp42 block	Furin inhibitor	Calpain2 inh
Cc1ccc2c(c1)C1CN(C)CCC1N2C(=S)Nc1ccc(Cl)cc1Cl (stereo not drawn)	6	-3	0.3	2.6	-1	0.3	0	-24	-19
CCCCc1[nH]c(=O)c(C#N)c2c1CSC(C)(C)C2	19	-28	-0.3	-0.82	-8	-0.1	-8	-11	-114
CCOc1ccc(NC(=O)N2CCN(Cc3ccc4c(c3)OCO4)CC2)cc1	27	-1	1.4	-0.42	6	-0.1	-6	-37	20
CCOC(=O)NNc1cc(C(F)(F)F)ccn1	20	-9	-0.4	-0.04	-3	0.9	-11	-11	23
CC1CC(C)(C)NCCNC(C)CC(C)(C)NCCN1 (stereo not drawn)	-1	-1	-0.2	-0.14	-1	0.5	-8	-27	-7

Source: PubChem (several laboratories)
